HKDC1 inh: blocks human hexokinase HKDC1 activity | recombinant HKDC1, G6PDH/diaphorase resazurin coupled fluorescence | inhibition, % at 20 µM | 340,000 compounds, 0.16% hits | AID 493160;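 active = inhibition above about 35% when tested at 20 µM, limit read from the data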;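 note: plate controls were DMSO wells with enzyme for no effect and DMSO wells lacking enzyme for full effect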
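test system = in-house recombinant HK5 (HKDC1) enzyme | amount = HKDC1 at 5 µg/mL | control set = DMSO-enzyme wells negative, buffer-substituted wells positive | compound = one dose of 20 µM, 1% DMSO | schedule = reaction time 90 min, room temperature, protected from light | technique = resorufin fluorescence at 613 nm | reagent = glucose with 1 mM ATP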
ATG4B inhibitor: inhibitors of human ATG4B cysteine protease. Q9Y4P1. ATG4B cleavage of LC3-PLA2, NBD-HPC fluorescence, 1 h. inhibition, % at 8.33 µM. AID 504462. 340,000 compounds, 0.51% hits; in the data active = inhibition above about 40%
Target sequence (Q9Y4P1 whole entry, looked up): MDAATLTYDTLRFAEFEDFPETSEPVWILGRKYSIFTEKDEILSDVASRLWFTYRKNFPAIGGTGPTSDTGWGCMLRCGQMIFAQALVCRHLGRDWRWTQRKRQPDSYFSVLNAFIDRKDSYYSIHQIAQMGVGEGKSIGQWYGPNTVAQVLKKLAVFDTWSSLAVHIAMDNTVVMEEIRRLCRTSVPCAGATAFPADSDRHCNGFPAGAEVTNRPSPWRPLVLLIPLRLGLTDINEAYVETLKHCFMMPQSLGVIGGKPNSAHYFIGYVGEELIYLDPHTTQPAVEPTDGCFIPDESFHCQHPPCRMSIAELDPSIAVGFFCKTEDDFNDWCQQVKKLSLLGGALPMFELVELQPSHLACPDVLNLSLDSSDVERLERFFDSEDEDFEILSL
SENP7 inh: blocks the human protease SENP7; AID 434973; inhibition, % at 5 µM; recombinant SENP7, Z-RLRGG-aminoluciferin luminescence, 40 min; 330,000 compounds, 1.5% hits; Q9BQF6;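 active = inhibition above about 50% at the single test dose, limit read from the data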;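 note: plate controls were DMSO with enzyme for no effect and no enzyme buffer wells for full effect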
Target sequence (Q9BQF6 706-1050 limits assumed): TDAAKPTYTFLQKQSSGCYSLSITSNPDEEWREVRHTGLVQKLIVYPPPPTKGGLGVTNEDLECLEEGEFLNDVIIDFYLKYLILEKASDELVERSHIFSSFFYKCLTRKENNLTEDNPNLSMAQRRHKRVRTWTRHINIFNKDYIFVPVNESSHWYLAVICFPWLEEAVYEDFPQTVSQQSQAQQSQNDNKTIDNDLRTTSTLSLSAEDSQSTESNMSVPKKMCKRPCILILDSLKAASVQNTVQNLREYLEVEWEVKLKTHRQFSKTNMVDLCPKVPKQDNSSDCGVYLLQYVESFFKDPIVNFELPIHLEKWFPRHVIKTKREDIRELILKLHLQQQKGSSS
SENP8 inh: blocks human SENP8 cleavage of Nedd8 substrate. 360,000 compounds, 0.64% hits. AID 602440. Q96LD8. recombinant SENP8, Nedd8 substrate fluorescence. inhibition, % at 20 µM; in the data active = inhibition mostly above about 40%, no sharp cut-off; inactive = mostly below about 27%
Target sequence (Q96LD8 whole entry, looked up): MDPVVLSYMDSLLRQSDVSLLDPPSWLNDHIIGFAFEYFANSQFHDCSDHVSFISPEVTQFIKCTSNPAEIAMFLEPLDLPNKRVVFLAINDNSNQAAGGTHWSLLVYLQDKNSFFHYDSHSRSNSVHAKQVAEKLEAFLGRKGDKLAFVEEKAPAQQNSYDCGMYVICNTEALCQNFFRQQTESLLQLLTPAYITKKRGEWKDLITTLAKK
PfG6PD inh: PfG6PD (Plasmodium falciparum) enzyme inhibition; PfGluPho enzyme, NADPH resazurin-diaphorase fluorescence; 350,000 compounds, 0.78% hits; AID 504690; inhibition, % at 20 µM;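 active = inhibition reaching at least a set limit at 20 µM in the primary screen, cut at about 59% in these data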;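 note: 0% = DMSO wells with substrate and 100% = DMSO wells lacking glucose-6-phosphate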
MPTP inh: inhibitors of mitochondrial permeability transition pore; isolated mouse mitochondria, Ca2+ swelling absorbance, 30 min; inhibition, % at 10 µM; 360,000 compounds, 1.4% hits;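 active = inhibition of 50% or more, scaled per plate between neutral and stimulator controls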;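 note: 0% = DMSO wells given calcium and 100% = 1 mM EGTA wells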
NR3A LBD binder: modulates the human NR3A ligand-binding domain; NR3A LBD differential scanning fluorimetry, Tm shift; 0% = protein alone, 100% = glycine-bound protein; Tm shift relative to glycine control, % at 25 µM; 340,000 compounds, 2.5% hits;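 active = melting temperature shift of at least 10% of the positive control shift, at one fixed dose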
SENP6 inh: SENP6 protease inhibition; Q9GZR1; Recombinant SENP6 catalytic domain, aminoluciferin luminescence; inhibition, % at 10 µM; 330,000 compounds, 1.8% hits; AID 2599;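 active = inhibition above about 50% at the single tested dose, limit read from the data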;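 note: plate controls were DMSO wells with enzyme for no effect and DMSO wells lacking enzyme for full effect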
* = called active by the depositor; i = inactive; & = joins results of further samples. Hits appear at their usual frequency. About 6.9% of those tested had a hit in this group.

SMILES	HKDC1 inh	ATG4B inhibitor	SENP7 inh	SENP8 inh	PfG6PD inh	MPTP inh	NR3A LBD binder	SENP6 inh
CCCCNc1c(-c2ccc(SC3CCCCC3)c(OC)c2)nc2ccc(C)cn12	4	5	12	-471	32	6.2&6.8	-10	0
CCOC(=O)Cc1cc(=O)n2[nH]c(C)c(-c3ccccc3)c2n1	-1	1	2	i	-27	-0.9	-2	-8
C=C(C)c1cccc(C(C)(C)NC(=O)N2CCCCC2CC)c1 (stereo not drawn)	-1	6	-2	31	-29	-1.6	0	-9
CCCCC(=O)Nc1cccc(NC(=O)c2cccc([N+](=O)[O-])c2)c1	-3	-10	-8	20	18	4.2	-3	-4
O=C(CCSCc1ccccc1F)NCCc1ccccc1	-6	-5	9	0	1	-2.4	0	10
COc1ccc(C(=O)Nc2ccc3c(c2)OCCO3)cc1Br	-2	-8	61*	11	41	0.4	5	72*
CN(C)CCC(=O)NCC1OCCc2ccccc21 (stereo not drawn)	-7	3	5	-2	10	-1.9	-5	1
Cc1cc(C)cc(N(CCC#N)C(=O)COC(=O)c2ccc(OCc3c(C)noc3C)cc2)c1	-3	-1	-2	10	6	-0.5	1	-10
NC(=O)c1nsc(C(=O)N(c2cccc(O)c2)C(C(=O)NC2CCCC2)c2ccc(Cl)cc2)c1N (stereo not drawn)	-10	3	5	-316	-2	-0.8	-3	-3
COc1ccc(Oc2nccc(OC)c2C#N)cc1	13	-5	2	7	2	-0.2	-1	-16
COc1ccc2c(c1)C=C(CN1CCN(C(C)C)C(CCO)C1)CO2 (stereo not drawn)	2	2	4	4	-3	2.0	-1	0
CCCN1Cc2cccc(C(=O)NCc3ccccc3)c2C1=O	-9	-6	2	2	-2	-0.4	0	11
OCCNC(=S)Nc1cc(Cl)cc(Cl)c1	-2	-8	-6	23	3	39	3	-14
O=C(O)CSc1nnc(NC(=O)CN2CCOCC2)s1	-8	-5	-2	14	-6	-1.0	0	7
N#Cc1ccc(Oc2ccc(/C=N/O)cn2)cc1	-6	3	0	31	-11	-0.9	-4	3
Cc1cc(C)cc(OCC(=O)OCC(=O)c2c(N)n(C)c(=O)n(C)c2=O)c1	-8	-11	-1	13	-7	0.8	-3	-1
CCOC(=O)c1c(C)[nH]c(C)c1S(=O)(=O)NCCc1ccco1	-1	-5	-2	15	4	-0.7	-2	3
COc1ccc(-c2nn(-c3ccccc3)cc2C(=O)Nc2cccc(C(=O)O)c2)cc1[N+](=O)[O-]	1	3	11	10	-11	-0.4	2	-3
COc1ccc(CNC(=O)c2cc(SC)ccc2Cl)cc1OC	-12	-5	8	2	-2	-1.3	-1	-8
Cc1ccc(N2C(=O)CN=C2Nc2nc(C)cc(C)n2)cc1	-6	1	0	32	-1	-0.6	-1	-11

SENP6 inh: entries above that show a hit
mol | HKDC1 inh | ATG4B inhibitor | SENP7 inh | PfG6PD inh | MPTP inh | NR3A LBD binder | SENP6 inh
COc1ccc(C(=O)Nc2ccc3c(c2)OCCO3)cc1Br | -2 | -8 | 61* | 41 | 0.4 | 5 | 72*

Part of the list above, with values under each structure:
Values run as follows: HKDC1 inh	ATG4B inhibitor	SENP7 inh	SENP8 inh	PfG6PD inh	MPTP inh	NR3A LBD binder	SENP6 inh
COc1ccc(C(=O)Nc2ccc3c(c2)OCCO3)cc1Br
 : -2	-8	61*	11	41	0.4	5	72*
C=C(C)c1cccc(C(C)(C)NC(=O)N2CCCCC2CC)c1 (stereo not drawn)
 : -1	6	-2	31	-29	-1.6	0	-9
CCOC(=O)Cc1cc(=O)n2[nH]c(C)c(-c3ccccc3)c2n1
 : -1	1	2	i	-27	-0.9	-2	-8
Cc1ccc(N2C(=O)CN=C2Nc2nc(C)cc(C)n2)cc1
 : -6	1	0	32	-1	-0.6	-1	-11
O=C(O)CSc1nnc(NC(=O)CN2CCOCC2)s1
 : -8	-5	-2	14	-6	-1.0	0	7
CCOC(=O)c1c(C)[nH]c(C)c1S(=O)(=O)NCCc1ccco1
 : -1	-5	-2	15	4	-0.7	-2	3
COc1ccc(CNC(=O)c2cc(SC)ccc2Cl)cc1OC
 : -12	-5	8	2	-2	-1.3	-1	-8

The list continues.
SMILES	HKDC1 inh	ATG4B inhibitor	SENP7 inh	SENP8 inh	PfG6PD inh	MPTP inh	NR3A LBD binder	SENP6 inh
CCc1ccccc1N1CN(Cc2ccco2)CNC1=S	-1	-1	5	8	-1	2.3	-1	-9
COc1cccc(NC(=O)c2cccc(C(=O)Nc3cccc(OC)c3)n2)c1	-5	10	-3	-1	-13	0.8	-7	5
O=C1c2cccc3cccc(c23)C(=O)N1CC1CCN(CC(O)COc2ccc3ccccc3c2)CC1 (stereo not drawn)	-5	-26	-3	-136	8	89*	-5	-6
CC(C)c1nc(SCC(=O)Nc2ccc3c(c2)OCCO3)c2c(=O)n(C)c(=O)n(C)c2n1	-3	-2	1	1	3	-0.2	1	2
COC(=O)Cn1c(=NC(=O)CCS(=O)(=O)c2ccccc2)sc2c(OC)ccc(OC)c21	-7	-2	1	-39	8	-0.8	0	-1
O=C(Cc1ccccc1[N+](=O)[O-])Nc1ccc2c(c1)OCCO2	-10	-5	0	1	5	-1.2	-1	2
CCOc1ccc(C(=O)Nc2nnc(NC(=S)Nc3ccccc3)s2)cc1	-8	-4	3	-43	6	1.8	34*	-5
COCc1nnc(NC(=O)c2ccccc2Oc2ccccc2)s1	-4	-3	6	12	-6	-1.6	0	2
Cc1ccc(Cl)cc1NC(=O)C(NS(=O)(=O)c1cccs1)c1ccccc1 (stereo not drawn)	1	-11	1	-19	-18	5.8	-9	11
O=C(CCn1c(=S)[nH]c2ccccc2c1=O)N1CCCCC1	-7	0	-15	15	4	2.1	-3	-14
O=C(O)c1nn(Cc2nc3ccccc3o2)c(=O)c2ccccc12	-2	2	-3	7	11	0.5	2	-24
CCC(=O)N(Cc1cc2ccc(C)cc2[nH]c1=O)c1ccccc1OC	-2	-3	10	-59	-18	-0.1	-1	3
COc1ccc(-n2nnnc2SCC(=O)Nc2c(C)n[nH]c2C)cc1	-7	-7	13	10	6	-1.8	2	10
CCCOc1ccccc1NC(=O)CC1Nc2ccccc2NC1=O (stereo not drawn)	0	5	-4	-44	-32	1.4	-1	-19
COc1cccc(-c2nc(CS(=O)(=O)CC(=O)Nc3ccccc3C)c(C)o2)c1	-2	3	4	4	-10	-0.8	-1	-4
CSCC[C@H](NC(=O)c1cccs1)C(=O)N1CCC2(CC1)NCCc1[nH]cnc12	-11	-2	15	11	8	0.2	-3	5
Cn1c(=O)[nH]c2c(nc(-c3ccc(Cl)cc3)n2C)c1=O	4	-8	2	-272	-4	-1.2	-1	-14
CN(C)C(=O)CSc1nc2ccccc2c(=O)[nH]1	-7	1	1	20	0	-3.9	-1	-8
Cc1oc(-c2ccc(Cl)cc2)cc1C(=O)O	-6	6	94*	4	-10	0.8	2	96*
O=C1NC2(CCCCC2)C(=O)N1CC(=O)N(Cc1ccccc1)c1ccccc1	-3	1	-1	2	-38	0.3	1	-2

By substructure: the compounds so far with a COOH group (4)
SMILES	HKDC1 inh	ATG4B inhibitor	SENP7 inh	SENP8 inh	PfG6PD inh	MPTP inh	NR3A LBD binder	SENP6 inh
O=C(O)CSc1nnc(NC(=O)CN2CCOCC2)s1	-8	-5	-2	14	-6	-1.0	0	7
COc1ccc(-c2nn(-c3ccccc3)cc2C(=O)Nc2cccc(C(=O)O)c2)cc1[N+](=O)[O-]	1	3	11	10	-11	-0.4	2	-3
O=C(O)c1nn(Cc2nc3ccccc3o2)c(=O)c2ccccc12	-2	2	-3	7	11	0.5	2	-24
Cc1oc(-c2ccc(Cl)cc2)cc1C(=O)O	-6	6	94*	4	-10	0.8	2	96*

Carrying on:
SMILES	HKDC1 inh	ATG4B inhibitor	SENP7 inh	SENP8 inh	PfG6PD inh	MPTP inh	NR3A LBD binder	SENP6 inh
Cc1nnc(SCC(=O)Nc2ccc3c(c2)OCCO3)n1N	1	-4	-1	20	-11	1.0	-1	3
CC(C)(C)OC(=O)N/N=C/c1ccc(C(=O)O)cc1	-10	7	-7	9	9	-0.8	-3	-10
COc1ccc(CNC(=O)c2cncc(Br)c2)cc1	-2	0	-1	20	-5	1.5	9	-3
Clc1ccc(OCc2nc(-c3ccncc3)no2)cc1	-9	0	-1	15	0	0.3	-1	0
CC(=O)c1sc(NC(=O)CSCc2c(C)noc2C)nc1-c1ccccc1	-1	-8	-5	-1	-7	-3.5	-2	-12
Cc1cccc(NC(=O)/C(=C\c2cccs2)NC(=O)c2ccccc2)c1	-9	-21	9	16	-12	-0.7	4	3
COC(=O)c1sc(-c2ccccc2)cc1NC(=O)c1ccccc1	-10	-1	1	-94	7	2.9	4	-9
O=C(OCC(=O)N1CCCC1)c1cc(Cl)ccc1Cl	-2	2	-6	9	-13	-1.4	-1	-18
CC(Oc1ccccc1)C(=O)N=C1SC2CS(=O)(=O)CC2N1CCc1ccccc1 (stereo not drawn)	0	-2	13	20	6	-0.6	-1	-3
CCc1ccc(N2CC(C(=O)Nc3ccc4c(c3)OCO4)CC2=O)cc1 (stereo not drawn)	-1	1	1	4	-2	-0.9	-3	3
CCCCC(O)(c1ccc(OC)cc1)C(CN1CCOCC1)c1ccccc1 (stereo not drawn)	2	-14	-2	17	12	-0.8	1	-34
CC1CCc2[nH]c3ccc(C(=O)Nc4ccc(C(=O)N(C)C)cc4)cc3c2C1 (stereo not drawn)	-6	0	-4	-36	12	0.0	-15	6
CCOC(=O)C(Cc1ccccc1)(Cc1ccccc1)C(C)=O	1	25	1	16	20	-1.8	0	0
CCN(CC)S(=O)(=O)c1ccc(N2CCOCC2)c(NC(=O)c2cc3ccccc3oc2=O)c1	1	29	0	20	7	0.0	-4	-12
COc1cccc(OC)c1C(=O)Nc1cccc(NC(=O)c2cccs2)c1	-3	25	8	11	9	-0.6	0	9
CCN(CC)S(=O)(=O)c1cccc(C(=O)Nc2nnc(C)s2)c1	-12	-4	-9	1	-12	-1.5	3	-17
CCc1cc(C(=O)c2ccc(OC)cc2)c(NC(=O)CCC(=O)O)s1	-1	3	13	16	-21	1.6	-2	-7
O=C(NCC1CCCO1)c1ccc(NC(=O)c2cc(F)c(F)cc2Cl)cc1 (stereo not drawn)	-3	3	-7	16	-20	-0.1	0	17
CCCCN(C)C(=O)c1ccc(CS(=O)(=O)c2ccccc2C)o1	-2	-5	5	4	6	-1.8	-5	-4
COc1cc(OC)cc(-c2nnc(Nc3nc4c(F)cccc4s3)o2)c1	6	57*	5	-285	-22	25	-19	49
COc1ccccc1N1CCN(C(=O)CN2C(=O)c3ccccc3C2=O)CC1	-9	0	-2	9	2	-1.0	-1	-6
NC(=O)C1CCN(C(=O)CN2C(=O)c3ccccc3S2(=O)=O)CC1	-12	-3	6	3	4	-2.6	3	-4
COc1ccc(NC(=O)C2CCCN2C(=O)Nc2ccccc2)cc1OC (stereo not drawn)	3	-14	-9	10	3	0.6	0	-2

Single records (already shown). Order of screens: HKDC1 inh, ATG4B inhibitor, SENP7 inh, SENP8 inh, PfG6PD inh, MPTP inh, NR3A LBD binder, SENP6 inh
COc1cccc(OC)c1C(=O)Nc1cccc(NC(=O)c2cccs2)c1 is listed as -3, 25, 8, 11, 9, -0.6, 0, 9
CC(Oc1ccccc1)C(=O)N=C1SC2CS(=O)(=O)CC2N1CCc1ccccc1 (stereo not drawn) is listed as 0, -2, 13, 20, 6, -0.6, -1, -3
